Bioassay records: PubChem, National Center for Advancing Translational Sciences (NCATS)
Lipid storage S3 = qHTS Assay for Lipid Storage Modulators in Drosophila S3 Cells; Drosophila S3 cells, BODIPY lipid droplet fluorescence, 18-24 h; cells fed with added oleic acid; lipid storage change, negative = inhibition, % at the top dose, mostly 46.1 µM; hits show Potency in µM; 320,000 tested, 0.64% active; AID 2685, 2010; active = well fitted inhibition curve with a large enough effect in the signal ratio, with a control signal flat, not every such curve was filed as active; inconclusive = small, poorly fitted or top-dose-only effect, or effect the other way, or a change in a side signal; the % refers to the signal ratio
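Drosophila S3 cells loaded with oleic acid (400 uM, as added) and compounds at several concentrations; lipid droplets imaged by 488-nm laser-scanning cytometry, 500–530 nm intensity and object ratio to cell channel. Percent activity normalized to 20 uM Triacsin C.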
Lipid storage S3 cell count max = second read-out of Lipid storage S3, no call of its own (marks repeat the call); cell number change, %; measured here: cell count max response;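 cells counted by Cell Tracker Red CMTPX staining in the red channel; peak over a dose series mostly up to 46.1 µM; percent activity relative to internal control wells on each plate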
* hit, by the source's call; i = inactive; ? = inconclusive; / = not tested or not shown; [ ] = remark or other dose. % is scaled to controls: 0 for no effect and ±100 for the full control effect; potency is read from the fitted curve at half-maximal effect. An excerpt (hit frequency here may not be typical).

SMILES	Lipid storage S3	Lipid storage S3 cell count max
CC(=O)Nc1ccc(NC(=O)C(C)OC(=O)/C(C#N)=C/c2ccc(N(C)C)cc2)cc1 (stereo not drawn)	?	/
CCNc1c(NC(=O)c2ccc3c(c2)OCO3)c(=O)oc2ccccc12	i	-13.2
CCOC(=O)N1CCN(C(=O)c2ccc3c(c2)N(CC)CCS3)CC1	-9.3%	-0.3
COc1cccc(-n2c(SCC(N)=O)nnc2-c2ccco2)c1	i	9.9
CC1CCCC(C)N1C(=O)CSc1nnc(C2CCCCC2)o1 (stereo not drawn)	?	/
CNC(=O)COc1coc(CN2CCN(c3ccccc3)CC2)cc1=O	i	-5.9
CCOC(=O)N1CCN(C(=O)c2cc3c(s2)-c2ccc(Cl)cc2S(=O)(=O)C3)CC1	3.2%	11.1
CC1=C/C(=C\c2ccc3c(c2)OCO3)C(=O)S1	i	9.1
CSc1ccccc1NC(=O)CN(C)CC(=O)Nc1ccc(Cl)cc1[N+](=O)[O-]	1.7%	0.9
COC(=O)c1ccccc1NS(=O)(=O)c1ccc(O)c(C(=O)O)c1	-14.7%	-1.8
O=C(CCc1ccccc1Cl)Nc1cc2c(cc1C(=O)O)OCCCO2	-20.8%	-1.3
CCOc1ccc(NC(=S)NNC(=O)c2cc(Br)ccc2Cl)cc1	?	/
Cc1ccc(-c2nc(CS(=O)(=O)CC(=O)NC3CCCCCC3)c(C)o2)cc1	?	/
CC(C)c1nnc(NC(=O)C2CCCN2S(=O)(=O)c2ccc(Cl)cc2)s1 (stereo not drawn)	?	/
O=S1(=O)CCC(NC(=S)NC2CCS(=O)(=O)C2)C1 (stereo not drawn)	?	/

Of the compounds above, four have nitrogen in an aromatic ring:
SMILES	Lipid storage S3	Lipid storage S3 cell count max
COc1cccc(-n2c(SCC(N)=O)nnc2-c2ccco2)c1	i	9.9
CC1CCCC(C)N1C(=O)CSc1nnc(C2CCCCC2)o1 (stereo not drawn)	?	/
Cc1ccc(-c2nc(CS(=O)(=O)CC(=O)NC3CCCCCC3)c(C)o2)cc1	?	/
CC(C)c1nnc(NC(=O)C2CCCN2S(=O)(=O)c2ccc(Cl)cc2)s1 (stereo not drawn)	?	/

More results:
SMILES	Lipid storage S3	Lipid storage S3 cell count max
O=C(c1ccc2c(=O)n3c(nc2c1)CCCCC3)N1CCN(c2cccc(Cl)c2)CC1	25.0%	5.3
CSc1ccc(CN(C)C(=O)CCNS(=O)(=O)c2ccc(C)c(C)c2)cc1	?	/
CCCCCCCCC[n+]1cccc2c3ccccc3ccc21	?	/
COC(=O)c1cccc(S(=O)(=O)N(Cc2ccco2)Cc2cc3cc(OC)ccc3[nH]c2=O)c1	?	/
Cc1nc2c(c3c1[nH]c1ccccc13)C(=O)CC(C)(C)C2	3.7%	/
Cc1oc2c(c1C(=O)Nc1cccc3ccccc13)CCCC2	4.7%	-14.7
CC(C)CNC(=O)CSc1ccc(S(=O)(=O)N2CCN(C)CC2)cn1	13.4%	0.9
Cc1ccc(N2C(=O)CC(N3CCN(c4ccc(F)cc4)CC3)C2=O)c(C)c1 (stereo not drawn)	i	24.3
COC(=O)C1CCN(C(=O)COC(=O)CSc2ccc(C(N)=O)cc2[N+](=O)[O-])CC1	?	/
O=C(CCC1CCCCC1)Nc1ccccc1C(=O)N1CCOCC1	?	/
CCOC(=O)N1CCC(NC(=O)c2ccc(Cl)cc2)CC1	?	/
O=C(Nc1ccccc1C(=O)NCC1CCCO1)c1ccc(Cl)cc1 (stereo not drawn)	?	/
Cc1nn(C)cc1C(C(=O)NC1CCCCC1)N(CCc1ccccc1)C(=O)c1cnccn1 (stereo not drawn)	26.4%	19.3
COc1cccc2c1Oc1ncccc1N(C(=O)CCC(=O)NCc1ccccc1F)C2	?	/
CCCCCCOC(=O)Cc1c(C)nc(-c2ccccc2)[nH]c1=O	7.7%	6.5
Cc1nn(C2CCCO2)c(=O)nc1N (stereo not drawn)	?	/
Cc1ccc(C)c(OCc2nnc(NC(=O)c3ccco3)s2)c1	?	/
Cc1cc(C(=O)Nc2cc(C(F)(F)F)ccc2N2CCOCC2)no1	?	/
O=C(COc1ccc(F)cc1)Nc1cc(Cl)ccc1-n1cncn1	?	/
COc1ccc(Cl)cc1NC(=O)C(C)Sc1nncn1C (stereo not drawn)	2.8%	-0.9
COC(=O)c1c(NC(=O)C(=O)NCC2CCCO2)sc2c1CC(C)(C)OC2 (stereo not drawn)	i	/
COc1ccc(C(=O)N(C(C)C)C(C)C)c(OC)c1	?	/
O=C(O)C(Cc1ccccc1)N1CCS(=O)(=O)CC1 (stereo not drawn)	-6.9%	-5.4
COc1ccc(Cl)cc1NC(=O)CSc1nc2sccc2c(=O)[nH]1	?	/
N#Cc1ccccc1Sc1ccccc1C(=O)Nc1ccc(Br)cc1	?	/
COc1cccc(OC)c1C(=O)Nc1ccc([N+](=O)[O-])cn1	?	/
COc1ccc(N2C(=O)CC(N(Cc3ccco3)C(=O)CCC(=O)O)C2=O)cc1 (stereo not drawn)	-2.1%	1.4
CCOC(=O)/C(C#N)=C1/C=CN(C)C=N1	9.1%	/
CC(COc1cccc2ccccc12)CN1CCN(C)CC1 (stereo not drawn)	?	/
CC1CN(C(=O)CS(=O)(=O)Cc2ccccc2)CC(C)O1 (stereo not drawn)	?	/

In a second layout: entries from further up
Results follow in this order: Lipid storage S3 | Lipid storage S3 cell count max
CC(COc1cccc2ccccc12)CN1CCN(C)CC1 (stereo not drawn)
→ ? | /
CC1CN(C(=O)CS(=O)(=O)Cc2ccccc2)CC(C)O1 (stereo not drawn)
→ ? | /

More structures follow.
SMILES	Lipid storage S3	Lipid storage S3 cell count max
O=C(CCCCCN1C(=O)c2cccc([N+](=O)[O-])c2C1=O)Nc1ccccc1F	?	/
Cc1ccc([N+](=O)[O-])cc1NC(=S)NC(=O)c1cccnc1	?	/
COc1cc(NS(=O)(=O)c2cc3c(cc2C)NC(=O)CO3)cc(OC)c1	-17.5%	-7.8
COC(=O)c1c(C(=O)OC)c(-c2ccccc2)n2c1CS(=O)(=O)C2	0.9%	13.9
CC(C)C(OC(=O)CN1C(=O)COc2ccccc21)C(=O)NC1CCCCC1 (stereo not drawn)	?	/
CCCOC(=O)C(=O)NNc1ccccc1	-11.6%	-14.3
CSCCC(NS(=O)(=O)c1ccccc1F)C(=O)NC(C)c1ccccc1 (stereo not drawn)	?	/
Cc1c(NC(=O)c2cnn3c(C(F)(F)F)cc(-c4ccco4)nc23)c(=O)n(-c2ccccc2)n1C	?	/
COC(=O)c1ccc(NC(=O)c2ccccc2CC[N+](=O)[O-])cc1	?	/
O=[N+]([O-])c1cccc(C(=S)N2CCCC2)c1	9.9%	3.4
CCCCOc1ccc(/C=C/C(=O)OCC(=O)NC2CCS(=O)(=O)C2)cc1OCC (stereo not drawn)	?	/
O=C(COc1coc(CN2CCN(c3ccccc3F)CC2)cc1=O)NC1CCCCC1	24.7%[0.0737 µM]	-9.8
Cc1ccccc1C(=O)N1CCN(c2ccc([N+](=O)[O-])c(NCc3cccnc3)c2)CC1	-17.3%	-1.4
O=C(CSc1ncn[nH]1)Nc1ccc(Cl)c(Cl)c1	?	/
CC(Oc1ccc2ccc(=O)oc2c1)C(=O)NC(Cc1c[nH]c2ccc(O)cc12)C(=O)O (stereo not drawn)	?	/
Cc1cc(Oc2ccccc2)nc(-c2ccccc2)n1	4.8%	-14.4
NS(=O)(=O)c1ccc(NCc2ccccc2OCc2ccccc2F)cc1	4.5%	2.0
CC1CCN(C(C(=O)NC2CCCCC2)c2cc3c(cc2[N+](=O)[O-])OCO3)CC1 (stereo not drawn)	19.2%	5.5
S=c1[nH]nc(COc2ccccc2)n1-c1ccccc1	-6.2%	1.2
O=C(c1ccc2c3c(cccc13)CC2)C1CCCN(C(=O)c2ccc(=O)[nH]c2)C1 (stereo not drawn)	?	/
CC1CCCN(C(=O)CNC(=O)c2sc3ccccc3c2Cl)C1 (stereo not drawn)	0.3%[0.0737 µM]	11.4
CN1C(=O)SC(Nc2ccccc2C(=O)O)C1=O (stereo not drawn)	22.6%	4.9
C/C(N)=C(/C#N)C(=O)CSc1nc2scc(-c3ccc(F)cc3)c2c(=O)n1C	?	/
O=C(Nc1ccc(Br)cc1)c1ccc(N2C(=O)C3CC=CCC3C2=O)cc1 (stereo not drawn)	?	/
CN1CCN(C(=O)CCCN2C(=O)/C(=C/c3cccc(Br)c3)SC2=S)CC1	?	/
CCSc1nc(=S)n(CC)c(C)c1C(C)=O	-7.9%	11.0
Cc1cc(-n2c(C)cc(C(=O)CSc3nnc4sc5ccccc5n34)c2C)no1	9.8%	-14.6
Cc1c(C(=O)NC(C)CCc2ccccc2)cccc1[N+](=O)[O-] (stereo not drawn)	-26.2%	-4.2
COC(=O)N/N=C/c1ccc(-c2cccc(Cl)c2)o1	1.3%	-5.6
COc1ccc(CNC(=O)c2cc3c(C)nc4ccccc4c3o2)c(OC)c1	?	/
COc1cc(NC(=O)c2cc(Cl)nnc2Cl)cc(OC)c1OC	?	/
Cc1ccc(C)c(/C(O)=C2\C(=O)C(=O)N(CCCn3ccnc3)C2c2cccnc2)c1 (stereo not drawn)	5.0%	3.1
COc1ccc(CNC(=O)c2ccccc2NC(=O)C2=CSCCO2)c(OC)c1	?	/
OCCCn1c(-c2ccccc2)nc(=S)c2c1CCCC2	?	/
CCN1C(=O)/C(=C\N2CCN(c3ccccc3)CC2)SC1=S	i	10.3
Cc1cccc(C(=O)Nc2ccc3ccccc3c2)c1	?	/
Cc1cc(C)c(-c2cc(C(=O)Nc3cc(C)ccc3C)[nH]n2)c(O)c1	-1.7%	2.1
Cc1ccc(-n2cc(CNCCCn3ccnc3C)c(-c3ccc(F)cc3)n2)cc1	?	/
O=C1CC(c2ccco2)CC(O)=C1C=NCCO (stereo not drawn)	?	/
CC(=O)c1cccc(NC(=O)CO/N=C2/CCCc3nonc32)c1	2.8%	2.6
N#Cc1c(Cl)cccc1Oc1ccc(S(=O)(=O)Nc2ccccc2)cc1	-9.9%	-9.8
COc1ccc(C2c3c(-c4ccccc4O)n[nH]c3C(=O)N2Cc2ccco2)cc1OC (stereo not drawn)	?	/
COc1cccc(NC(=O)n2ncc3c(C)cccc32)c1	16.7%	/
Cc1ccc(NC(=S)N/N=C2/CCCCc3ccccc32)cc1	18.5%	1.5
Cc1nc(N2CCN(C(=O)c3ccco3)CC2)c2c3c(sc2n1)CC(C)CC3 (stereo not drawn)	-3.4%	-1.7
COc1ccc2[nH]c3c(c2c1)CCN1C(=O)N([C@@H](C)C(=O)NCCc2ccc(OC)c(OC)c2)C(=O)[C@]31C	?	/
CCN(CC(=O)Nc1c(F)cccc1F)C(=O)c1ccc(N2CCCC2=O)cc1	?	/
COc1c(O)cccc1/C=N/NC(=O)Cn1ccnc1C	?	/
S=C(NCCc1ccccc1)Nc1ccccc1	-5.9%	21.5
Cc1cccc(-c2nnn3c2nc(NCCc2ccc(S(N)(=O)=O)cc2)c2ccccc23)c1	?	/
CC(=O)Nc1ccc(NC(=O)C(C)OC(=O)CC2CCCCC2)cc1 (stereo not drawn)	?	/
O=C(Nc1cc(Cl)cc(Cl)c1)C1C2C=CC3(O2)C1C(=O)N(CCCN1CCOCC1)C3C(=O)NC1CCCCC1 (stereo not drawn)	?	/
Cc1cc(C)nc(NS(=O)(=O)c2ccc(NC(=O)c3ccccc3C)cc2)n1	-9.1%	-1.1
CCc1nnc(NC(=O)CS(=O)(=O)c2ccccc2)s1	?	/
CCC(=O)Nc1ccc(CCC(=O)N2CCCC2)cc1	?	/
Cc1ccccc1C(=O)NNC(=O)c1cc(N)cc([N+](=O)[O-])c1	?	/
O=C(NC(=S)Nc1ccc(N2CCCCC2)cc1)c1ccc2c(c1)OCCO2	-4.6%	12.9
O=C(NCc1ccccc1)c1cccc(COc2ccc3c(c2)CCC3)c1	-11.6%	-7.5
Cc1ccccc1C(=O)Nc1ccc(CN2CCOCC2)cc1	?	/
CCN1CCCC1CNCc1cccc(OC)c1OCc1ccccc1F (stereo not drawn)	?	/

Next compounds:
SMILES	Lipid storage S3	Lipid storage S3 cell count max
CC(=O)Oc1ccccc1-c1nc(/C=C/c2ccccc2)no1	?	/
CCCNc1nc2c(c(=O)n(C)c(=O)n2C)n1CCC(C)C	?	/
COc1ccccc1-c1c(C(F)(F)F)oc2cc(OCC(=O)Nc3cc(C)ccc3C)ccc2c1=O	-11.5%	-9.0
COC(=O)NNC(=O)c1ccc(Cl)cc1Cl	?	/
COc1ccc(NC(=O)CC2SC3=NCCN3C2=O)cc1 (stereo not drawn)	-5.9%	/
COc1ccc(C(=O)N2CCN(C(=O)c3ccncc3)CC2)cc1	14.1%	-16.1
COc1ccccc1NC(=O)Cn1c(=O)oc2cc(S(=O)(=O)N3CCCC3)ccc21	?	/
C=CCn1c(-c2cccc3ccccc23)n[nH]c1=S	?	/
O=C(COC(=O)CNC(=O)c1ccc(Cl)cc1)Nc1ccc2c(c1)OCCO2	?	/
CCNc1nc(Oc2ccc(C(=O)OCC)cc2)nc(SC)n1	?	/
CCOC(=O)Cc1csc(NC(=O)CN2C(=O)c3ccccc3C2=O)n1	?	/
COc1ccc(C2=NS(=O)(=O)N(C)C(C(=O)N3CCOCC3)=C2)cc1	14.0%	10.4
CCCCCSc1nc(C)c(CC(=O)O)c(=O)[nH]1	-2.7%	-0.1

Quoted at random: four records from the list
SMILES	Lipid storage S3	Lipid storage S3 cell count max
Cc1ccc(-c2nc(CS(=O)(=O)CC(=O)NC3CCCCCC3)c(C)o2)cc1	?	/
COc1ccc(N2C(=O)CC(N(Cc3ccco3)C(=O)CCC(=O)O)C2=O)cc1 (stereo not drawn)	-2.1%	1.4
Cc1nc(N2CCN(C(=O)c3ccco3)CC2)c2c3c(sc2n1)CC(C)CC3 (stereo not drawn)	-3.4%	-1.7
CCOc1ccc(NC(=S)NNC(=O)c2cc(Br)ccc2Cl)cc1	?	/
